# Compound activity: PubChem BioAssay, The Scripps Research Institute Molecular Screening Center
# OXTR potentiator: human OXTR potentiation; CHO-OTR cells, Fluo-8 calcium fluorescence, potentiator mode; 0% = oxytocin EC15, 100% = EC100; activation, % at 3 µM; hit rate 0.061% among 320,000;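 active = activation above that plate's cutoff, the mean activation of tested compounds plus 3 SD, cut at about 6.6% in these data, passing the limit was not always enough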;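 note: 100% uses oxytocin at 75 nM as the full agonist control; some results filed as inactive read as strong as hits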
# Target sequence (P30559 whole entry, looked up): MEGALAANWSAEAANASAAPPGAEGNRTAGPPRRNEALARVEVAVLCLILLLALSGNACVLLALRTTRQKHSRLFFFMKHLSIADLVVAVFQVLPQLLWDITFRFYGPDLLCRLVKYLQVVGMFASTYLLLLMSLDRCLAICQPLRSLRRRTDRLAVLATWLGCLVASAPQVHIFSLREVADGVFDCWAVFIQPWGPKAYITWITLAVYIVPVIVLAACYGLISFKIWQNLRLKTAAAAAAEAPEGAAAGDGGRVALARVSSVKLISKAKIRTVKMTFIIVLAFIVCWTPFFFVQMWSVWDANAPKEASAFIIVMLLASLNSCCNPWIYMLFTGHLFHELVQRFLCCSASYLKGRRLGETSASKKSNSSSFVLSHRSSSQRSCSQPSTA
#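 test system = CHO-OTR cells, human receptor | compound = single-point 3.0 µM | schedule = 6 min compound pre-incubation at room temperature, 100 s kinetic read | signal = Fluo-8 no-wash calcium dye fluorescence, excitation 470-495 nm, emission 515-575 nm | repeats = single well per compound, singlicate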
# CHO-K1 Ca antag: counter-screen for M1 antagonists: effect in parental CHO-K1 cells. inhibition, % at 3 µM. ATP-induced calcium, Fluo-8 fluorescence. AID 602250. hit rate 0.6% among 360,000;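 active = inhibition above a per-plate cutoff, the plate's mean sample inhibition plus 3 SD, cut at about 24% in these data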;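 note: 0% = DMSO plus EC80 ATP and 100% = DMSO alone without ATP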
# M1 ag parental: counter-screen for M1 agonists: effect in parental CHO-K1 cells; hit rate 0.48% among 360,000; AID 602248; activation, % at 3 µM; Fluo-8 calcium fluorescence; scaled to maximal ATP response, vehicle zero; in the data active = activation above about 15%;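 note: untransfected CHO-K1 host cells lacking M1 receptor as counterscreen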
# TAAR1 antag: antagonists of human TAAR1 | Q96RJ0 | CHO RD-HGA16 TAAR1, Fluo-8 calcium fluorescence, antagonist | inhibition, % at 3 µM | hit rate 1.5% among 360,000 | AID 624466;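 active = inhibition above a per-plate cutoff, the mean inhibition of test compounds on that plate plus 3 SD, cut at about 49% in these data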;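 note: 0% = DMSO plus EC80 beta-PEA response and 100% = DMSO alone without agonist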
#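 Assay system: RD-HGA16 CHO cells with stable hTAAR1 and Gα16 / Reagent: EC80 β-phenethylamine stimulus / Doses: 3 µM, single point / Timing: dye loading 75 min at 37 °C, then 30 min room temperature / Measured by: Fluo-8 intracellular calcium dye fluorescence, real-time kinetic reads / Controls: vehicle wells and EC80 agonist wells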
# M1 ag: agonists of human M1 muscarinic receptor. CHO-K1 hM1, Fluo-8 calcium fluorescence, agonist mode; 0% DMSO, 100% acetylcholine EC100. activation, % at 3 µM. hit rate 0.33% among 360,000. AID 588814;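 active = activation above the run's mean compound activation plus 3 SD, cut at about 16% in these data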;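 note: peak over basal fluorescence ratio within a 140 s kinetic read after compound addition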
# CHO parental Ca: counter-screen: ATP calcium response change in parental CHO cells; parental CHO-K1, ATP-induced calcium, Fluo-8 fluorescence; inhibition, % at 5.6 µM; hit rate 0.63% among 330,000; AID 463079;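 active = inhibition above that plate's mean sample inhibition plus 3 SD, cut at about 26% in these data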;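 note: 0% = ATP-challenged DMSO wells and 100% = DMSO wells without ATP; some compounds past the cut are filed as inactive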
#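 material = parental CHO cells | also added = ATP as calcium-mobilizing challenge | dosing = single point at 5.6 µM | detection = intracellular calcium via Fluo-8 no-wash fluorescent dye | read-out = % inhibition | benchmarks = low control ATP plus DMSO, high control DMSO only | repeats = one well per compound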
# M1 PAM parental: M1 PAM counterscreen hit in parental CHO-K1 cells; ATP EC20, Fluo-8 calcium fluorescence; 0% at ATP EC20, 100% at ATP max; hit rate 0.02% among 360,000; activation, % at 3 µM; AID 602247;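 active = activation above the run cutoff, the mean activation of all test compounds plus 3 SD, cut at about 40% in these data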;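 note: peak over basal fluorescence ratio in a 140 s read after ATP addition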
# V1aR counter: V1a receptor agonism, counter-screen for OXTR agonists. P37288. CHO-V1R cells, Fluo-8 calcium fluorescence, agonist mode; 0% DMSO, 100% 3 nM vasopressin. AID 2797. hit rate 0.25% among 320,000. activation, % at 3 µM;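 active = activation above the mean activation of all tested compounds plus 3 SD, per screening run, cut at about 20% in these data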;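 note: signal is peak over basal fluorescence ratio across a 100 second FLIPR read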
# Target sequence (P37288 whole entry, looked up): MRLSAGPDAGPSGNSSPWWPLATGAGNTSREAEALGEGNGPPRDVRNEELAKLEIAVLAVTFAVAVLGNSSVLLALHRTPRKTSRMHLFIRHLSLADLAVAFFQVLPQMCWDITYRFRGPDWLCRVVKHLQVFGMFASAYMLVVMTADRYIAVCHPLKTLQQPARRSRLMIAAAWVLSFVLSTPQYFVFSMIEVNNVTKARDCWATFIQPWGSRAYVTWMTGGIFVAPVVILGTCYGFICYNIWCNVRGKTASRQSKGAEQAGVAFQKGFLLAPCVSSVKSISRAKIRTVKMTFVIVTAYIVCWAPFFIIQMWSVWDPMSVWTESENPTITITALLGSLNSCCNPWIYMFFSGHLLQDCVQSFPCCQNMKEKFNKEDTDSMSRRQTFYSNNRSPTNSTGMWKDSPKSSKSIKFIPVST
# TAAR1 agonist: human TAAR1 agonism. Q96RJ0. CHO RD-HGA16 TAAR1, Fluo-8 calcium fluorescence; vehicle wells 0%, saturating PEA agonist 100%. activation, % at 3 µM. hit rate 0.99% among 360,000. AID 624467;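 active = activation above the mean activation of all test compounds in the run plus 3 SD, cut at about 38% in these data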
#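 test system = CHO RD-HGA16 cells carrying human TAAR1 plus Gα16 | schedule = 17-24 h seeding, 75 min 37 °C dye, 30 min RT | compound dosing = 3 µM single concentration | control set = DMSO and PEA EC100 | replicates = n 1 | signal = Fluo-8 fluorescence, 5 s baseline then 140 s kinetic read | measure = percent activation vs PEA EC100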
# * marks the source's active call; other numbers are inactive results; / = not tested or not shown. This is a random part of the collection; 3.3% or so of the library scored in one or more.
SMILES,OXTR potentiator,CHO-K1 Ca antag,M1 ag parental,TAAR1 antag,M1 ag,CHO parental Ca,M1 PAM parental,V1aR counter,TAAR1 agonist
CCOC(=O)N(C)C[C@@H]1OCc2cnnn2CCCC(=O)N([C@@H](C)CO)C[C@@H]1C,/,10,0.0,-9,1,/,9,/,1
COc1ccc(C(=O)N/N=C(\C)CC(=O)Nc2ccc(Cl)cn2)cc1,-2,2,0.5,-1,-3,-14,-24,-0.3,12
CCOC(=O)c1c(C)[nH]c(C(=O)N2CCC(C(=O)OCC)CC2)c1C,-13,-4,1.9,-16,-1,-2,12,-0.7,2
Cc1cccc(C(=O)NCC(=O)OCC(=O)c2ccc(C)s2)c1,2,-2,0.0,-7,1,-13,2,0.3,-1
CN1CCN(C(=O)CNC(=O)c2cccs2)CC1,-5,-5,1.5,-4,-3,1,9,2.4,1
O=C(Nc1ccc2nc3n(c(=O)c2c1)CCCC3)c1cccc([N+](=O)[O-])c1,-9,-7,3.2,4,-7,-16,10,-2.3,1
COc1cccc(/C(O)=C/c2nc3ccc(C(=O)NCCc4cccc(C)c4)cc3[nH]c2=O)c1,-5,2,-0.3,27,-2,-3,-2,0.0,5
COc1ccc(OCCC(=O)OCC(=O)Nc2cccc(S(=O)(=O)N3CCOCC3)c2)cc1,-3,-11,7.3,24,-3,-11,24,4.3,5
COc1ccc(N2CCN(C3CCCCC3NS(=O)(=O)c3ccc(Cl)cc3)CC2)cc1 (configuration not stated),-10,-4,1.5,-15,-6,-28,-2,-1.3,-2
COc1cc(/C=C/C(=O)O)cc(S(=O)(=O)Nc2ccccc2C(=O)NCc2ccco2)c1OC,1,-9,0.3,-23,4,-13,11,0.5,1
O=C(NCC(c1cccnc1)N1CCN(c2ccc(F)cc2)CC1)c1cccc(Cl)c1 (configuration not stated),-14,-7,3.7,-18,-2,5,9,3.1,6
COc1cc(/C=N/NC(=O)c2cccnc2)ccc1OC(=O)c1ccc2c(c1)OCO2,-23,-6,6.7,54*,1,-18,7,11,20
Cc1ccc(C(=O)CN2C(=O)NC3(CCOc4ccccc43)C2=O)s1 (configuration not stated),-4,-7,1.4,18,2,-9,11,1.2,16
CC1(c2ccccc2Cl)NC(=O)N(CC(=O)Nc2ccccc2OC(F)F)C1=O (configuration not stated),0,-16,2.5,0,-1,-17,5,0.6,5
O=C1C(C=Nc2ccccc2)=C(O)c2ccccc21,-9,-5,0.4,16,-3,-12,9,-0.8,4
COC(=O)CCCC(=O)OC,-7,-14,0.0,4,0,-5,19,0.7,1
Cc1cc(C)n(-c2nc3ccccc3nc2NCCc2ccccc2)n1,-2,-3,0.1,-8,-1,-12,7,0.4,61*
COCCCNC(=O)c1cccc2c(-c3cccc(C(N)=O)c3)coc12,/,0,1.8,9,2,/,5,/,3
COc1ccc(N2C(=O)C(F)(F)C2c2cccc(F)c2)cc1 (configuration not stated),-12,-3,-0.2,20,-5,-21,8,0.9,10
COc1ccc(N(C(=O)CNC(=O)c2cccs2)C(C(=O)NCC2CCCO2)c2ccccc2)cc1 (configuration not stated),0,-7,3.1,18,-8,-18,17,1.1,12
O=C(COC(=O)c1cccc(S(=O)(=O)N2CCOCC2)c1)Nc1ccc2c(c1)OCO2,1,-11,0.6,7,-2,-11,15,1.1,6
Cc1ccc(C2CC(c3ccccc3Cl)n3nc(N)nc3N2)cc1 (configuration not stated),0,2,0.4,1,0,-2,7,2.6,12
CCS(=O)(=O)N1Cc2ccccc2CC1C(=O)OCC(=O)Nc1ccc(C)cc1 (configuration not stated),-6,7,0.5,12,-4,-27,-6,0.7,1
O=C(NNC(=O)c1cccs1)c1ccc(Cl)c(S(=O)(=O)N2CCCC2)c1,-9,-7,4.3,-14,1,-2,-9,4.2,3
N/C(=N\OC(=O)c1ccccc1)c1ccncc1,-4,-8,-0.1,9,-6,-2,-9,-0.1,5
O=C(c1ccc(Br)o1)N1CCN(c2ccccn2)CC1,-2,-11,2.4,5,-4,6,20,-0.8,7
c1ccc(C2=Nn3c(nnc3-c3ccco3)SC2)cc1,-8,-10,1.4,-2,-8,-11,28,-0.8,5
O=C(/C=C/c1ccccc1)NCCS(=O)(=O)N1CCN(c2ccc(F)cc2)CC1,1,0,1.8,24,-3,-11,-23,9.5,2
COc1ccc(NC(=O)COC(=O)c2ccncc2)c(OC)c1,-1,7,0.7,16,-3,-12,-4,0.5,0
NC(=O)COC(=O)c1cc(-c2cccs2)nn1-c1ccccc1,1,-6,0.4,7,-2,-9,10,0.6,5
COc1ccc(NCc2ccc([N+](=O)[O-])s2)c(OC)c1,-4,9,0.3,-13,-7,1,-4,-1.7,-1
Cc1ccc(S(=O)(=O)Nc2ccc3c(c2)OCCO3)c(C)c1NS(C)(=O)=O,-2,2,0.2,5,-2,-5,7,0.1,-1
Cc1ccc(C(C)C)c(OCc2ccc(C(=O)N/N=C/c3cccc(O)c3O)cc2)c1,-1,6,3.3,77*,0,-2,14,0.1,2
CCNC(=O)C/C(C)=N/NC(=O)C(=O)Nc1ccc(CC)cc1,-9,-23,6.0,16,-3,-20,35,0.0,0
COc1cc(C(=O)O/N=C2\C=CC(=O)C=C2C)cc(OC)c1OC,-8,-3,0.0,4,-4,3,11,0.8,10
Cc1c(NC(=O)COC(=O)C2=COCCO2)cccc1[N+](=O)[O-],-4,-10,2.2,-3,0,0,19,0.2,1
Cc1ccc(S(=O)(=O)CCC(=O)OCC(=O)NC2CCS(=O)(=O)C2)cc1 (configuration not stated),-9,0,1.0,-1,0,-4,-1,0.0,2
O=C(NCCS(=O)(=O)N1CCN(c2ccc(F)cc2)CC1)C12CC3CC(CC(C3)C1)C2,-16,-16,7.1,-2,-1,6,7,5.5,2
COC(=O)C1N[C@@H]([C@@H](NC(=O)COc2ccccc2)C(=O)NCc2ccsc2)SC1(C)C (some centres not stated),3,4,0.7,32,-4,-26,-9,-0.3,11
COC(=O)CCC(=O)Nc1ccc(NC(=O)CCC(=O)OC)cc1,-4,1,0.4,-22,-3,-3,4,0.8,4
CCC(CC)C(=O)Oc1c(Sc2ccccc2[N+](=O)[O-])c(C)nn1C(C)(C)C,-4,1,0.0,-26,-7,-22,-7,0.5,-1
O=C(O)CN1C(=O)CC(Cc2ccc(Cl)cc2)C1=O (configuration not stated),-13,11,-0.3,5,-1,-8,-3,-0.9,22
O=C(Oc1c(Cl)cc(Cl)c2cccnc12)c1cccs1,-4,-2,0.2,6,-2,22,3,0.0,10
Cc1sc(NC(=O)c2cc(-c3ccc(Cl)cc3)nc3ccccc23)c(C(N)=O)c1C,-7,-11,0.2,-5,-3,-15,-6,0.2,-1
CCn1cnc2c(oc3ccccc32)c1=O,-2,-14,0.7,-23,-8,-10,11,0.1,1
Cc1ccc(-c2csc(NC(=O)C3=COCCO3)n2)cc1C,-3,-8,0.4,-3,-8,25,8,-0.9,0
COc1cccc(-n2c(=S)sc3c(=O)n(-c4ccccc4OC)c(SCC4OCCO4)nc32)c1,4,-5,0.5,-5,-2,1,24,0.4,0
O=C(NCCc1ccccc1)C1CCCN(S(=O)(=O)c2cnc[nH]2)C1 (configuration not stated),-5,-2,0.1,-13,-3,-4,16,0.3,24
COc1ccc(N2C(c3cc(OC)cc(OC)c3)=Cc3ccccc3C2CC(C)=O)cc1 (configuration not stated),/,-19,1.1,-20,/,/,20,/,1
Cc1cccn2c(=O)c(C=NCCO)c(Nc3ccc(Cl)cc3)nc12,-2,/,/,8,/,-7,/,0.1,3

# An excerpt from above in order of the OXTR potentiator value, rising.
smiles	OXTR potentiator
COc1cc(/C=N/NC(=O)c2cccnc2)ccc1OC(=O)c1ccc2c(c1)OCO2	-23
CCOC(=O)c1c(C)[nH]c(C(=O)N2CCC(C(=O)OCC)CC2)c1C	-13
COc1ccc(OCCC(=O)OCC(=O)Nc2cccc(S(=O)(=O)N3CCOCC3)c2)cc1	-3
COc1ccc(N(C(=O)CNC(=O)c2cccs2)C(C(=O)NCC2CCCO2)c2ccccc2)cc1 (configuration not stated)	0

# Next part:
SMILES,OXTR potentiator,CHO-K1 Ca antag,M1 ag parental,TAAR1 antag,M1 ag,CHO parental Ca,M1 PAM parental,V1aR counter,TAAR1 agonist
CCOc1ccc(N(C)S(=O)(=O)c2ccc(C)c(C(=O)Nc3nnc(C4CC4)s3)c2)cc1,-7,-9,2.8,11,1,-18,15,3.9,4
O=C1CN(C(=O)CSc2nc3ccccc3n2CCc2ccccc2)c2ccccc2N1,-13,-4,1.3,3,-11,-14,-1,0.6,2
S=c1[nH]nc(-c2ccncc2)n1/N=C/c1ccccc1Cl,4,-12,1.2,-4,1,-26,18,-0.3,0
Cc1[nH]nc2c1C(c1cccs1)C(C#N)=C(N)O2 (configuration not stated),-11,21,-0.6,23,-6,-6,-20,1.1,0
COc1ccccc1N=C(C)C1=C(O)COC1=O,-8,-5,0.5,-11,-3,-4,11,0.7,9
CCN1CCC(N2CCN(c3ccccc3OC)CC2)CC1,-5,-10,0.7,4,-2,-7,14,0.6,1
COC(=O)CCSCC(=O)Nc1ccc(C)c(S(=O)(=O)N2CCCCC2)c1,-3,-16,6.4,-2,-2,-18,2,3.0,0
C=CCc1c(C)nc(-c2ccccc2)nc1N/N=C(\C)c1ccccc1,-7,-11,0.5,-5,-9,-26,25,-0.9,0
O=C1CC(NCc2ccco2)C(=O)N1CCc1ccccc1 (configuration not stated),-5,-15,1.4,9,-3,-11,21,1.2,5
S=C(NCCN1CCOCC1)Nc1ccc(Cl)cc1,0,2,0.3,-5,-4,-13,2,2.0,2
COc1ccc(C(=S)N2CCNCC2)cc1,-9,8,-0.3,6,-2,0,10,0.6,4
CCCC(C(=O)NCc1ccco1)N(C(=O)CNS(=O)(=O)c1ccccc1)C1CCCC1 (configuration not stated),-7,-7,-0.6,-8,-4,-30,2,0.8,4
Cc1ccc(OCC(O)CNC2CCCC2)c(C)c1 (configuration not stated),/,-4,0.9,-4,-2,/,10,/,5
CC1(C)Cc2ccccc2-c2nc(NCCCO)n(-c3ccccc3)c(=O)c21,-3,-4,1.9,-5,1,-13,14,2.3,14
Cc1ccc(S(=O)(=O)c2cccc(S(=O)(=O)N3CCCC3)c2)cc1S(=O)(=O)N1CCCC1,-22,6,6.4,3,-1,10,15,13,12
